Menin MLL FP TR: qHTS Assay for Inhibitors Targeting the Menin-MLL Interaction in MLL Related Leukemias: Competition With Texas Red Labeled MLL-derived Mutant Peptide. O00255. Menin + Texas Red MLL mutant peptide, fluorescence polarization. Potency, µM (titrated, usually from 61.6 µM), without a hit: at the highest dose FP activity change, negative = inhibition, hits mostly inhibitors. hit rate 0.23% among 270,000. AID 1768, 2009; active = well fitted inhibition curve with a large enough effect in the polarisation, with a control signal flat, not every such curve was filed as active; inconclusive = small, poorly fitted or top-dose-only effect, or effect the other way, or a change in a side signal; inactive = no such curve, though single readings can be large or run the other way; the % refers to the polarisation; note: potency is the fitted concentration of half-maximal effect; % of control where 0% means no effect; many of its hits are not listed in these tables
KCNH2 WT inh: qHTS for Inhibitors of KCHN2 3.1: Wildtype qHTS; Voltage-gated inwardly rectifying potassium channel KCNH2 (Homo sapiens), Q12809; U2OS, BacMam KCNH2, thallium flux FluxOr; hits give low values; activity change, % at 1.84 µM; hit rate 0.37% among 340,000; AID 720551, 2013;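 active = maximum activity change below -70%; inconclusive = maximum activity change between -70% and -50%; inactive = maximum activity change above -50%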; note: % is set by controls: 0 for no effect and ±100 for the full control effect
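U2OS cells were transduced with wild-type KCNH2 virus (2.03 x 10^8 / mL) for 4 h at room temperature, then cultured overnight at 37 C. Thallium flux was read with FluxOr dye. Rate constants were normalized to DMSO controls.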
PKM2 act: qHTS Assay for Activators of Human Muscle isoform 2 Pyruvate Kinase | purified PKM2, Kinase-Glo ATP luminescence, activation; response scale: 0% is enzyme alone, no compound | hit rate 0.34% among 260,000 | Potency, µM (highest dose often 57.5 µM), for the others: top-dose activation, most hits filed as activators | Pyruvate kinase PKM (Homo sapiens), P14618; note: potency is the fitted concentration of half-maximal effect; % is set by controls: 0 for no effect and ±100 for the full control effect; nearly all actives have a fitted effect of over 55% in size
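Purified hPK-M2 (>95%) run at intermediate activity with 0.1 mM ADP and 0.5 mM PEP in 50 mM imidazole pH 7.2, KCl, MgCl2; 1 h room temperature. ATP formed read by Kinase-Glo luminescence; normalized to uninhibited and no-enzyme controls.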
Eya2 phos inh: qHTS Assay for Inhibitors of the Phosphatase Activity of Eya2; recombinant Eya2, OMFP fluorescence dephosphorylation (OMFP is methylfluorescein phosphate); Potency, µM (highest dose often 76.9 µM), for inactives: at the top dose activity, negative = inhibition, usual class: inhibitors; hit rate 0.006% among 330,000; AID 488837, 2010; note: potency is the fitted concentration of half-maximal effect; % is set by controls: 0 for no effect and ±100 for the full control effect
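Eya2 protein (added as 0.2 uM solution) was preincubated with compound for 10 min at ambient temperature in 50 mM HEPES pH 7.5, 50 mM NaCl, 5 uM MgCl2, 0.05% BSA, 1 mM DTT. OMFP (added at 50 uM) then reacted 10 min; fluorescence read at 485/525 nm.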
Mito fusion act: qHTS Assay for Small Molecule Inhibitors of Mitochondrial Division or Activators of Mitochondrial Fusion | hit rate 0.23% among 320,000 | AID 485298, 2010 | S. cerevisiae fusion-defective mutant growth rescue, CellTiterGlo 48 h | Potency, µM (series often up to 46.1 µM), for the others: at the highest dose growth rescue (activation), actives largely listed as activators;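 note: potency is the fitted concentration of half-maximal effect; % of control where 0% means no effect; nearly all actives have a fitted effect of over 45% in size; temperature-sensitive fusion mutants such as fzo1-1 at 37 °C on non-fermentable ethanol glycerol medium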
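Read-out: ATP-based luminescence (CellTiterGlo, 10 min ambient) reporting growth of fusion-defective ts yeast after 48 hours at 37C on glycerol/ethanol YPEG medium in the presence of compound.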
GALK inhibitor: qHTS Assay for Inhibitors of Human Galactokinase (GALK) | Purified GALK, Kinase-Glo residual ATP luminescence | Potency, µM (series often up to 57.5 µM), for the others: at the top dose activity change, negative = inhibition, hits mostly inhibitors | hit rate 0.007% among 270,000 | AID 1868, 2009; note: potency is the fitted concentration of half-maximal effect; % is set by controls: 0 for no effect and ±100 for the full control effect
Target sequence (P51570 whole entry, looked up): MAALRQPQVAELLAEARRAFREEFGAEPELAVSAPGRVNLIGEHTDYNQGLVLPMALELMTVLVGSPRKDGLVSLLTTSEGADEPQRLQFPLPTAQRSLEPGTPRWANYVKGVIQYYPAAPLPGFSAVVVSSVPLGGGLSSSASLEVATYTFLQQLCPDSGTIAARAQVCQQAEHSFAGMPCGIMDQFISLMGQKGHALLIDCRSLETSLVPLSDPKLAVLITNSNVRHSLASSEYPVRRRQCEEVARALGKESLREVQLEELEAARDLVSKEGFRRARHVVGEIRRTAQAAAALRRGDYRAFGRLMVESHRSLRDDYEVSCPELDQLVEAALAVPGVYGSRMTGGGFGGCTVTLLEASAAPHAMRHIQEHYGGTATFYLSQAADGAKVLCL
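Luminescence from leftover ATP (Ultra-Glo luciferase/luciferin) served as read-out after a 1 h room-temperature reaction of 5 nM GALK with 35 uM ATP and 100 uM galactose.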
TSHR antag: Antagonists of the Thyroid Stimulating Hormone Receptor: HTS campaign; Thyrotropin receptor (Homo sapiens), P16473; TSHR-expressing cells, TSH-stimulated cAMP HTRF, 2 h; hits give low values; activity change, negative = inhibition, % at 11.5 µM; hit rate 0.2% among 330,000; AID 504810, 2011;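 active = activity change below a set negative limit, meaning inhibition stronger than a set level, cut at about -70% in these data; inconclusive = activity change between two set negative limits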; note: % is set by controls: 0 for no effect and ±100 for the full control effect
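Inhibition of cAMP made by TSHR-expressing cells under TSH stimulation (4nM final, EC80; 2 h, 37 deg C) is quantified with a one-step lysis HTRF kit, anti-cAMP cryptate versus cAMP-d2.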
USP2a block: qHTS Assay for Inhibitors of Ubiquitin-specific Protease USP2a Using CHOP2 as the Reporter | Ubiquitin carboxyl-terminal hydrolase 2 (Homo sapiens), O75604 | USP2 core, Ub-CHOP2 coupled fluorogenic reporter, 485/531 | Potency, µM (titrated, usually from 38.3 µM), without a hit: at the top dose activity change, negative = inhibition, hits mostly inhibitors | hit rate 0.01% among 330,000;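 note: potency is the fitted concentration of half-maximal effect; plate controls were DMSO wells for no effect and full inhibition by NEM control for full effect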
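Cell-free coupled assay: 10nM USP2 core preincubated 30min RT with compound in Tris-HCl pH 8.0/CaCl2/CHAPS buffer, then 25nM Ub-CHOP2 and 25nM reporter substrate; fluorescence (Ex 485/Em 531) read after 60min RT, normalized to NEM inhibition, concentration-response curves fitted.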
BCR signal inh: qHTS Assay to Find Inhibitors of Chronic Active B-Cell Receptor Signaling; ABC-DLBCL IkBa-CBG/CBR reporter, luminescence ratio, 4 h; Potency, µM (titrated, usually from 46.1 µM), without a hit: at the highest dose ratio change, negative = lower green/red ratio, most hits filed as inhibitors; hit rate 0.05% among 340,000; active = well fitted inhibition curve with a large enough effect in the signal ratio, with a control signal flat, not every such curve was filed as active; inconclusive = small, poorly fitted or top-dose-only effect, or effect the other way, or a change in a side signal; the % refers to the signal ratio;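 note: potency is the fitted concentration of half-maximal effect; plate controls were basal doxycycline-induced cells for no effect and cells given 10 µM MG132 for full effect; MG132 reads +100%, hits lower the ratio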
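Concentration-response series (up to 46 uM) were applied to TMD8 dual-reporter cells for 4 h at 37C with doxycycline. Green/red ratio, after filter-overlap correction, defined %Activity; red signal alone was normalised to basal cells and zero luminescence.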
S-ASM inh: Inhibitors of Secretory Acid Sphingomyelinase (S-ASM): qHTS; Sphingomyelin phosphodiesterase (Homo sapiens), P17405; placental ASM, HMU-PC fluorogenic substrate, 60 min; Potency, µM (top dose mostly 57.5 µM), inactives show at the highest dose activity change, negative = inhibition, usual class: inhibitors; hit rate 0.006% among 340,000; note: potency is the fitted concentration of half-maximal effect
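Steps: dispense placental human ASM, pin compound, wait 10 min at room temperature, add HMU-PC0 substrate at 9 uM final, incubate 60 min at 37 °C, add stop solution raising pH to 10, read fluorescence.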
MBNL1-CUG inh: qHTS Assay for Inhibitors of MBNL1-poly(CUG) RNA binding; Muscleblind-like protein 1 (Homo sapiens), Q9NR56; TR-FRET MBNL1-His/biotin-(CUG)12 binding, 665/545 ratio; Potency, µM (highest dose often 57.5 µM), inactives show at the top dose activity change, negative = inhibition, most hits filed as inhibitors; hit rate 0.036% among 280,000; AID 2675, 2010; active = well fitted inhibition curve with a large enough effect in the signal ratio, with a control signal flat, not every such curve was filed as active; inconclusive = small, poorly fitted or top-dose-only effect, or effect the other way, or a change in a side signal; inactive = no such curve, though single readings can be large or run the other way; the % refers to the signal ratio; note: potency is the fitted concentration of half-maximal effect; % is set by controls: 0 for no effect and ±100 for the full control effect
Target sequence (Q9NR56 whole entry, looked up): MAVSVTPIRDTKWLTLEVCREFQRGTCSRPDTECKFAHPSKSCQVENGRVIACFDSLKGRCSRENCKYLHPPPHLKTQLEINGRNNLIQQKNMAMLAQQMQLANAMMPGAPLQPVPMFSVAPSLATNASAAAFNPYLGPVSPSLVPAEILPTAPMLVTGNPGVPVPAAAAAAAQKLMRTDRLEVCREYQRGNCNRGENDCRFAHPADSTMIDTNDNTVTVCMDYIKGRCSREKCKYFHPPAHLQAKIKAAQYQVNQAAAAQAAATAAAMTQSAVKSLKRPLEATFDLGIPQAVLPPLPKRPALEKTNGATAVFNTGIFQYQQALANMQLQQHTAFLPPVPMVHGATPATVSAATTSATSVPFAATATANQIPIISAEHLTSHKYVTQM
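Inhibition of protein-RNA binding appears as loss of TR-FRET between terbium anti-His antibody on MBNL1-His and streptavidin-XL665 on biotin-(CUG)12. Activity is normalized to buffer-only and uninhibited-complex controls.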
* = called active by the depositor; ? = inconclusive; nt = no result given; & = joins results of further samples; [ ] = dose if it differs, or a comment. Unless noted, calls come from the whole dose curve; as a rule, active = well fitted curve in the direction sought with a large enough effect; inconclusive = small, poorly fitted or top-dose-only effect, or another doubt; inactive = no such curve, though single readings can be large; an effect the other way counts as inactive or inconclusive. A portion of the library. The share of hits here may be higher or lower than overall.

SMILES	Menin MLL FP TR	KCNH2 WT inh	PKM2 act	Eya2 phos inh	Mito fusion act	GALK inhibitor	TSHR antag	USP2a block	BCR signal inh	S-ASM inh	MBNL1-CUG inh
COc1ccc(CCN2C(=O)CC(Sc3ncccc3C(=O)O)C2=O)cc1OC (stereo not drawn)	-1%	13	7%	13%	-1%	-5%	5	0%	-5%	2%	3%
CC1(C)CC(NC(=O)C23CCC(C)(C(=O)C2=O)C3(C)C)CC(C)(C)N1 (stereo not drawn)	-9%	3	-1%	-1%	-12%	5%	9	4%	2%	3%	0%
CCc1nn2c(N3CCOCC3)cc(C)nc2c1-c1ccc(F)cc1	-6%	-5	1%	1%	1%	-2%	-6	2%	0%	1%	-3%
O=C(CN1CCN(Cc2ccccc2Cl)C1=O)N1CCCCCC1	-15%	-3	-1%	-3%	-4%	1%	-7	-1%	-20%	0%	-12%
O=C(CCCCCn1c(=S)[nH]c2ccc(Br)cc2c1=O)NCC1CCCO1 (stereo not drawn)	14%	-6	1%	8%	-3%	1%	12	1%	-30%	-3%	-1%
CCN(CC)CCCNC(=O)c1cc2c(=O)n(CC)c3ccccc3c2s1	-16%	2	nt	5%	-7%	-2%	7	6%	?	8%	?
CCC(C)C(NC(=O)/C(=C\c1ccccc1)NC(=O)c1ccc(OC)cc1)C(=O)O (stereo not drawn)	3%	-1	-8%	9%	0%	1%	11	-3%	-2%	2%	-3%
O=C1[C@@H]2[C@@H]3C[C@@H]([C@H]4ON=C(c5ccc(Cl)cc5)[C@@H]34)[C@@H]2C(=O)N1c1ccc2c(c1)OCO2	1%	10	1%	10%	-4%	0%	-4	4%	5%	-4%	-7%
CCOC(=O)C1CCCN(c2c(N3CCOCC3)c(=O)c2=O)C1 (stereo not drawn)	-5%	-13	9%	-9%	-1%	2%	5	0%	18%	4%	15%
COc1cccc(NC(=S)N(CCN(C)C)Cc2cccs2)c1	-3%	16	0%	-7%	0%	0%	-4	-2%	7%	1%	2%
CCCCN1C(=O)CCC(C(=O)O)C1c1ccc(OC)cc1 (stereo not drawn)	?	-4	-15%	3%	3%	-1%	4	2%	3%	1%	nt
CC(COc1ccc(C(C)C)cc1)NC(=O)c1ccc(Br)o1 (stereo not drawn)	nt	nt	2%	0%	4%	5%	-11	0%	-13%	nt	-5%
Cc1nn(C)c(C)c1/C=N/NC(=O)CCn1cc([N+](=O)[O-])cn1	-8%	-1	8%	-13%	2%	2%	10	1%	?	0%	16%
COc1ccc(-c2sc(Nc3ccccc3)n[n+]2-c2ccc(F)cc2)c(C)c1C	?	-18	0%	-1%	-16%	nt	-7	0%	?	-6%	-1%
O=C(CN1C(=O)c2ccccc2S1(=O)=O)NCCSCc1cccc(Cl)c1	1%	1	nt	13%	9%	-2%	-96*	-1%	-1%	0%	0%

Of the compounds above, 2 contain bromine.
SMILES	Menin MLL FP TR	KCNH2 WT inh	PKM2 act	Eya2 phos inh	Mito fusion act	GALK inhibitor	TSHR antag	USP2a block	BCR signal inh	S-ASM inh	MBNL1-CUG inh
O=C(CCCCCn1c(=S)[nH]c2ccc(Br)cc2c1=O)NCC1CCCO1 (stereo not drawn)	14%	-6	1%	8%	-3%	1%	12	1%	-30%	-3%	-1%
CC(COc1ccc(C(C)C)cc1)NC(=O)c1ccc(Br)o1 (stereo not drawn)	nt	nt	2%	0%	4%	5%	-11	0%	-13%	nt	-5%

Later entries.
SMILES	Menin MLL FP TR	KCNH2 WT inh	PKM2 act	Eya2 phos inh	Mito fusion act	GALK inhibitor	TSHR antag	USP2a block	BCR signal inh	S-ASM inh	MBNL1-CUG inh
COc1ccccc1-c1ccc(SCC(=O)NCc2ccc3c(c2)OCO3)nn1	-2%	-5	29%	11%	5%	4%	-9	2%	-11%	5%	nt
Cc1ccc(CNS(=O)(=O)c2ccc(-c3cnc(C4CC4)o3)cc2)cc1	nt	-14	nt	-9%	5%	0%	2	3%	-2%	-28%	-1%
CCN1C(=O)N(c2ccc(C(C)=O)cc2)S(=O)(=O)c2ccccc21	9%	1	nt	5%	18%	nt	5	2%	-3%&-1%	0%	-2%
COC(=O)c1ccc(NC(=O)c2ccc3nccnc3c2)cc1	18%	3	1%	10%	-7%	1%	-5	0%	?	-1%	?
O=C1c2ccccc2C(=O)C2OC12 (stereo not drawn)	?	nt	nt	0%	-50%[inhibitor]	9%	-7	4%	?	nt	?
COc1ccc(Cc2nnc(NC(=O)c3ccc(OC)c(OC)c3)s2)cc1OC	-9%	1	1%	3%	-4%	-2%	-5	0%	8%	-2%	73%[activator]
O=C(CSc1ccc(-c2ccccc2)nn1)N1CCCc2ccccc21	-2%	-32	5%	-9%	16%	2%	-8	0%	?	-3%	0%
N#Cc1cccc(C(c2nnnn2Cc2ccccc2)N2CCCC2)c1 (stereo not drawn)	1%	1	1%	2%	6%	-1%	-8	0%	2%	1%	-3%
COc1cccc(N2CCN(S(=O)(=O)c3ccc4ccccc4c3)CC2)c1	nt	-7	nt	19%	?	nt	-10	-8%	9%	3%	nt
Cc1cccc(NC2=C(NCCO)C(=O)c3ccccc3C2=O)c1	-29%	3	-6%	-2%	4%	6%	-5	0%	?	-4%	?
O=C(CSc1nc(Nc2ccccc2)nc(N2CCOCC2)n1)Nc1cc(Cl)ccc1O	nt	-15	0%	-6%	-14%	-8%	6	1%	?	?	-8%
COc1ccc(OC)c(N(CC(=O)N2CCCC2)S(=O)(=O)c2ccc(OC)c(OC)c2)c1	?	2	5%	22%	2%	-2%	8	1%	7%	3%	-10%
COc1ccc(OC)c(C2NC(=O)c3sc(=S)n(-c4ccccc4)c3N2)c1 (stereo not drawn)	?	2	?	-13%	4%	-3%	0	0%	2%	-6%	?
Cc1ccc(NC(=O)CCC(=O)O)cc1F	-6%	2	-7%	15%	1%	0%	-2	2%	12%	3%	12%
Cc1nc2ccc(NS(=O)(=O)c3c(F)cccc3F)cc2s1	nt	-1	nt	-16%	nt	nt	-16	3%	-3%	1%	nt
CN(C)CC/C=C1\c2cc(F)ccc2CSc2ccccc21	-14%	20	-5%	3%	-10%	0%	7	-3%	?	-1%	nt
O=C(Cc1ccccc1)Nc1cccc(-c2nc3ncccc3o2)c1	24%	-24	11%	9%	-5%	1%	4	0%	0%	-2%	-2%
Cc1cc(C)c2nc(N3CCCC(C(=O)NCCCN4CCOCC4)C3)sc2c1 (stereo not drawn)	nt	6	-10%	-17%	-3%	-3%	4	3%	-27%	-3%	3%
CC(NC(=O)C(=O)NN=C1CCC(C(C)(C)C)CC1)c1ccccc1 (stereo not drawn)	4%	3	-7%	1%	-5%	-2%	-4	1%	-6%	-2%	8%
CCC(=O)NC(c1cccs1)c1cc(Cl)c2cccnc2c1O (stereo not drawn)	3%	-1	0%	1%	1%	4%	-9	3%	-6%	0%	-16%

High-throughput results: PubChem, National Center for Advancing Translational Sciences (NCATS)
